TEAD-YAP inh = TEAD-YAP interaction inhibition, primary screen, TEAD-YAP interaction inhibitor project, luminescence, HEK-TIYL cells | TEAD-Gal4/YAP UAS-luciferase luminescence | inhibition, % at 9.12 µM | 640,000 tested, 1.4% active | AID 1259422, 2018; in the data active = inhibition above about 32%;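 also: 0% = median of test compound wells and 100% = reference inhibitor wells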
FBW7 activator = FBW7 E3 ligase activators, primary screen, biochemical, AlphaScreen, human; AlphaScreen FBW7–phospho-cyclin E peptide binding, activator screen; normalized activity (activation), % at 26.1 µM; F-box/WD repeat-containing protein 7 (Homo sapiens), Q969H0; 650,000 tested, 0.13% active; in the data active = normalized activity above about 1.9%;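 also: purified mutant Fbw7 with reduced substrate affinity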
GPR151 ag = activators of human GPR151, primary screen, cell-based, PathHunter beta-arrestin, luminescence; activation, % at 11.2 µM; PathHunter beta-arrestin GPR151 cells; 650,000 tested, 1% active; G-protein coupled receptor 151 (Homo sapiens), Q8TDV0; in the data active = activation above about 4.9%;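 also: 0% = median of compound wells and 100% = cells with positive control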
Target sequence (Q8TDV0 whole entry, looked up): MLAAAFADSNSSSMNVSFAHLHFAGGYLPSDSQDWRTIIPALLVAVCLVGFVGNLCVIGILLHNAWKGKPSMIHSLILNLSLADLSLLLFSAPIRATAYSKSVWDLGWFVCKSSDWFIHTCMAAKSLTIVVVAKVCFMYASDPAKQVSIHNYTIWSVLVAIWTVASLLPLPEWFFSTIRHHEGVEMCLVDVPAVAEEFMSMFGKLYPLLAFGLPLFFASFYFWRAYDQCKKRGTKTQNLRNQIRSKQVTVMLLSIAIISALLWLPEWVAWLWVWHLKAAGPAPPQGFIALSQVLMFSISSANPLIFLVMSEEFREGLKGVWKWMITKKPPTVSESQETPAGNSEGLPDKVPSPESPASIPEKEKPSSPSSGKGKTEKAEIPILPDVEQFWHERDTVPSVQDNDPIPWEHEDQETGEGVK
MITF inh = MITF inhibitors, primary screen, biochemical, AlphaScreen, human; Microphthalmia-associated transcription factor (Homo sapiens), O75030; AlphaScreen MITF homodimerization, bead proximity signal; inhibition, % at 2.6 µM; 650,000 tested, 0.91% active; in the data active = inhibition above about 50%;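 also: 0% = vehicle wells with protein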
Target sequence (O75030 whole entry, looked up): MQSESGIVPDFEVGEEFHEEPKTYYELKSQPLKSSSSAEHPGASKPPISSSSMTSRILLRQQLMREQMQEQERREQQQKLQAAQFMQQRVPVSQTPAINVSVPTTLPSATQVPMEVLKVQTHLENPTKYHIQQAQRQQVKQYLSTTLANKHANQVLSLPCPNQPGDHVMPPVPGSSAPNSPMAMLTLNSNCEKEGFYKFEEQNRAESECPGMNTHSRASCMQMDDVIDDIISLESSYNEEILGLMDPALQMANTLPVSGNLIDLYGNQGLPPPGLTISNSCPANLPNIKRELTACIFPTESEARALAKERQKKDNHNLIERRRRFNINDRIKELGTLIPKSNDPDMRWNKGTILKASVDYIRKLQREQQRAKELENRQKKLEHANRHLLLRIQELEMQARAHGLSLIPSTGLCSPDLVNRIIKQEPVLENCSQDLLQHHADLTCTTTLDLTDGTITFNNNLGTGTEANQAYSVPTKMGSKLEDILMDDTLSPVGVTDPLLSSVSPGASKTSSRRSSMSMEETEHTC
Starred values were filed as active, the others as inactive; . = no result given.

SMILES | TEAD-YAP inh | FBW7 activator | GPR151 ag | MITF inh
COc1ccc2c(c1)CC(C(=O)Nc1ccc(-c3ccncc3)cc1OCCN1CCN(S(C)(=O)=O)CC1)CO2 (centres undefined) | 20 | -0.4 | -0.3 | 6
Nc1nnc(SCc2ccc(Br)cc2)s1 | -4 | 0.1 | -0.6 | 14
CC1=C(C(N)=O)C(c2ccccc2)n2nc(-c3cccs3)nc2N1 (centres undefined) | 0 | 0.0 | 0.0 | 10
Oc1ccc(CCNc2nc(NC3CCC(O)CC3)nc3c2ncn3C2CCCCC2)cc1 (centres undefined) | -12 | -0.1 | -0.4 | 3
CCOCC(=O)Nc1ccc(C#N)cc1 | 13 | 0.1 | -0.9 | 19
Cc1ccc(-c2nnc(NCc3ccccc3)c3ccccc23)cc1S(=O)(=O)N1CCOCC1 | 14 | 0.0 | -0.2 | 3
C=CCNc1cc(N(C)CCO)c([N+](=O)[O-])c2nonc12 | 4 | -0.1 | 1.0 | 11
COc1ccc(CN2CCN(Cc3nc4ccccc4s3)CC2CCO)cc1C (centres undefined) | 2 | 0.0 | 0.3 | 9
CCCCNC(=O)CCSc1nc2nc(C)cc(C)n2n1 | 4 | -0.1 | 0.2 | 8
CC1(C)CC(=O)C2=C(C1)N(c1cccc([N+](=O)[O-])c1)C(N)=C(C#N)C2c1cc(Br)cs1 (centres undefined) | -10 | 0.1 | -1.4 | -8
CC(=O)c1cccc(-c2ccc(N3CCN(C)CC3)nc2)c1 | -72 | -0.6 | -2.7 | 4
CC(Cl)C(=O)NC1(C#N)CCCCC1 (centres undefined) | -7 | -0.1 | -2.0 | -3
COc1ccc(C(=O)Nc2sc(C(=O)N3CCCCC3)c(C)c2C#N)cc1 | -13 | 0.8 | -1.5 | 22
COCCNC(=O)c1ccc(N2CC3CC(C2)c2cccc(=O)n2C3)c(NC(=O)c2ccccc2Br)c1 (centres undefined) | -19 | 0.6 | -0.4 | 11
O=C(O)CCP(=O)(O)C(O)c1ccccc1 (centres undefined) | 5 | -0.1 | 0.9 | 6
COc1ccc(-n2nc(C(=O)NCC(=O)N3CCN(Cc4ccccc4)CC3)c3ccccc3c2=O)c(OC)c1 | 1 | 0.1 | -0.4 | 9
CC(=O)C1(C)N(O)C(C)(C)C(c2ccc(Br)cc2)=[N+]1[O-] (centres undefined) | -6 | -0.1 | -0.7 | -9
Cc1ccc(C2OCC3(CO2)COC(c2ccc(C)cc2)OC3)cc1 (centres undefined) | -14 | 0.6 | 1.9 | 16
CCCCC1CN(CC(=O)N(C)CCc2cnn(C)c2)Cc2ccccc2O1 (centres undefined) | -5 | -0.1 | -1.0 | 8
Cc1cc(C)c(NC(=O)c2cnc3sc(C)cn3c2=O)c(C)c1 | 1 | 0.0 | -0.9 | 23
CC(=O)N1CCN(c2nc(CN(C)CCc3ccccc3)nc3ccccc23)CC1 | -5 | 0.1 | 0.5 | -1
CC(C)CCNC(=O)c1cc(Cl)ccc1Cl | -3 | 0.4 | -2.3 | 15
O=C(NN1C(=O)C2C3c4ccccc4C(c4ccccc43)C2C1=O)c1ccncc1 (centres undefined) | 5 | 0.4 | -0.9 | 9
O=C1Sc2cccc3cccc1c23 | 2 | 0.0 | 1.7 | -5
NC(=O)C1CC(=O)N(Cc2cccs2)C(=Nc2ccc(F)cc2)S1 (centres undefined) | -3 | -0.1 | 0.5 | -6

Rewritten in markdown: entries from further up
| structure | TEAD-YAP inh | FBW7 activator | GPR151 ag | MITF inh |
| --- | --- | --- | --- | --- |
| COc1ccc2c(c1)CC(C(=O)Nc1ccc(-c3ccncc3)cc1OCCN1CCN(S(C)(=O)=O)CC1)CO2 (centres undefined) | 20 | -0.4 | -0.3 | 6 |
| Nc1nnc(SCc2ccc(Br)cc2)s1 | -4 | 0.1 | -0.6 | 14 |
| CC1=C(C(N)=O)C(c2ccccc2)n2nc(-c3cccs3)nc2N1 (centres undefined) | 0 | 0.0 | 0.0 | 10 |

Continuation:
SMILES | TEAD-YAP inh | FBW7 activator | GPR151 ag | MITF inh
CCOCCCNC(=O)/C(C#N)=C/c1ccc(N(CC)Cc2ccccc2)cc1 | 10 | 0.4 | 3.2 | 3
COc1ccc(C(=O)Oc2cc(N)n(S(C)(=O)=O)n2)cc1 | 5 | -0.2 | 1.1 | 3
COCCn1nnnc1C(c1ccc(OC)cc1OC)N1CCN(C2CCCC2)CC1 (centres undefined) | 10 | 0.0 | 0.1 | -6
CCN(C(=O)CSc1ncc(C#N)c(N)n1)c1ccccc1 | 0 | 0.0 | 4.6 | 2
Cc1nc(-c2cccc(NC(=O)Cc3ccc(Cl)cc3)c2)cs1 | 6 | -0.1 | 0.0 | 8
CCc1c(C)nc2sc(C#N)c(N)c2c1C | -2 | 0.2 | -1.3 | 14
CCOc1ccc(N2C(=O)CC(Sc3nc4c(cc3C#N)CC(C)CC4)C2=O)cc1 (centres undefined) | -7 | 0.0 | 1.3 | 3
COc1cc(/C=c2\sc3nc4ccccc4n3c2=O)ccc1OCc1ccc(C)cc1 | -2 | 0.3 | -1.3 | 4
CC1=C(C(=O)OCc2ccccc2)C(c2cccc(Oc3ccccc3)c2)NC(=O)N1 (centres undefined) | -4 | -0.1 | 2.0 | 8
COc1ccc(/C=C/C(=O)NC2CCC(NC(=O)/C=C/c3ccc(OC)cc3)CC2)cc1 (centres undefined) | 9 | 0.0 | -1.9 | 7
O=C(NC(=S)N1CCCC1)c1ccccc1Cl | 7 | 0.0 | 0.4 | -1
COc1ccc(N2C(=O)C3CCCN3C2c2ccccc2)cc1 (centres undefined) | -11 | -0.3 | 0.2 | -6
COc1cccc(OCCN2CCN(C(=O)c3cc4cc(Cl)cc(Cl)c4oc3=O)CC2)c1 | 4 | 0.1 | 0.0 | -5
CC(=O)NCC(=O)OCC(=O)Nc1ccccc1[N+](=O)[O-] | 7 | 0.0 | 0.1 | -6
COc1ccc(C2=NC3(CCCCC3)N(CC(=O)Nc3ccc(Cl)cc3)C2=O)cc1 | 2 | 0.2 | 0.4 | 6
NC(=O)C1CCN(C2CC(=O)N(c3cccc4ccccc34)C2=O)CC1 (centres undefined) | -45 | 0.1 | 1.5 | 6
O=C1CN(C(=O)COc2ccc(F)cc2Br)c2ccccc2N1 | 2 | -0.1 | 1.8 | -12
CCCCCCCC(=O)NNC(=O)c1ccc(Cl)c([N+](=O)[O-])c1 | 6 | 0.0 | 0.7 | 6
Cc1ccc2c(COc3cccnc3[N+](=O)[O-])cc(=O)oc2c1C | 7 | 0.2 | 1.1 | 11
Cc1c(NC(=O)c2cccc(F)c2)c(=O)n(-c2ccccc2)n1C | -7 | -0.2 | 0.1 | -9
O=C1c2ccc(Oc3cccc([N+](=O)[O-])c3)cc2C(=O)N1c1cc([N+](=O)[O-])ccc1O | -8 | 0.1 | -1.6 | 18
COc1ccc(CC(=O)N2CCN(c3ccc(Nc4cc(C)ccn4)nn3)CC2)cc1 | 11 | -0.6 | 4.7 | 1
Cc1ccc2c(c1)nnn2C1CCN(C(=O)Nc2cccc(F)c2)CC1 | 0 | 0.2 | -0.1 | -5
CCc1cc(C)nc2cc(-c3ccccc3)nn12 | -82 | -0.1 | 0.6 | -1
CS(=O)(=O)NNC(=O)c1ccc([N+](=O)[O-])cc1 | 4 | -0.1 | -0.5 | -5
Next part.
SMILES | TEAD-YAP inh | FBW7 activator | GPR151 ag | MITF inh
O=C(COC(=O)Cc1ccc(Br)cc1)NC(=O)NCc1ccccc1 | 5 | -0.1 | 1.5 | -26
NS(=O)(=O)c1ccc(C(=O)OCc2ccc(F)cc2)cc1 | 8 | 0.0 | 0.2 | -18
c1ccc(OCCNc2nccc(Nc3ccncn3)n2)cc1 | 0 | 0.7 | 0.7 | 14
C/C(=N\NC(=O)Cn1ccc(C(F)(F)F)n1)c1ccco1 | 2 | 0.1 | -1.1 | -10
COc1cc(NC(=O)c2cc(Nc3cccc(N(C)C)c3)nc3ccccc23)cc(OC)c1OC | 2 | 0.0 | 1.0 | 3
Cc1c(NC(=O)C2CCCN2/C=C/C(=O)C(F)(F)F)c(=O)n(-c2ccccc2)n1C (centres undefined) | 6 | 0.0 | -0.7 | 8
Cc1ccc(NC(=O)c2cc3cc(Br)ccc3oc2=O)c(Br)c1 | 8 | 0.0 | -0.9 | 4
CCOC(=O)c1cc2cnccc2nc1C | 2 | 0.4 | -0.6 | 22
COc1cccc(-c2cc(C(=O)Nc3ccccc3OC)c3ccccc3n2)c1 | -2 | 0.0 | -0.2 | 10
Cc1ccnc2c(N3C(=O)C4CC=C(Cl)CC4C3=O)cccc12 (centres undefined) | -5 | 0.0 | -0.2 | -1
CCOc1cccc2cc(-c3nnc(Nc4ccc(OC)c(OC)c4)s3)c(=O)oc12 | -9 | 0.9 | 0.0 | 14
COc1ccc(Br)cc1CNCc1c(C(=O)O)[nH]c2cc(C)ccc12 | 0 | 0.1 | -2.5 | 8
CC(=O)Nc1ccc(S(=O)(=O)N2CCC(N3CCCCCC3)CC2)cc1 | 11 | 0.1 | 0.1 | 41
COc1ccccc1CNC(=O)Cn1c(=O)c2cccn2c2ccccc21 | -4 | 0.0 | -0.4 | -3
O=C(CSCc1ccccc1)NCc1ccncc1 | 4 | -0.1 | -0.8 | 6
O=C(N/N=C/c1ccccc1O)c1ccc(=O)[nH]n1 | -7 | -0.9 | -1.4 | 37
NCCC[C@H](N)CC(=O)N[C@H]1CNC(=O)[C@H]([C@H]2C[C@H](O)NC(N)=N2)NC(=O)/C(=C/NC(N)=O)NC(=O)[C@H](CO)NC(=O)[C@H](CO)NC1=O | . | 0.0 | -0.5 | -32
CCn1c(=O)n(CC(=O)N(C(C)C)C(C)C)c2cccnc21 | 1 | -0.2 | -0.2 | 4
CSc1ncccc1C(=O)NCC(c1ccco1)N(C)C (centres undefined) | -2 | 0.0 | -2.0 | -8
CN(C(=O)C(C)(C)C)c1nnc(C23CC4CC(CC(C4)C2)C3)s1 | 2 | -0.1 | -0.6 | 0
Nc1c(C(=O)Nc2cc(Cl)cc(Cl)c2)sc2[nH]c(=O)c(C(=O)O)cc12 | -4 | 0.1 | -0.1 | -6
O=C(O)CC1(CC(=O)Nc2cc(Cl)cc(Cl)c2)CCCCC1 | 5 | 0.7 | 0.2 | 21
Cc1ccc(S(=O)(=O)N(CC(=O)NCCO)Cc2ccc(Br)cc2)cc1 | 2 | 0.0 | 1.5 | 4
Cc1ccc(N2C(=O)N(CC(=O)Nc3ccc(N4CCOCC4)cc3)C(=O)C2C)cc1 (centres undefined) | 15 | 0.1 | -0.2 | 8
O=C(Nc1ccc(N2S(=O)(=O)c3ccccc3S2(=O)=O)cc1)c1cccc(C(F)(F)F)c1 | 4 | 0.1 | 4.3 | 12
Next structures follow.
SMILES | TEAD-YAP inh | FBW7 activator | GPR151 ag | MITF inh
COc1ccc(C(C)(C)C)cc1S(=O)(=O)N1CCCC1 | -3 | 0.1 | 2.4 | 4
COc1ccc2c(c1)CCCN2Cn1nc(COc2ccc(C3CCCCC3)cc2)n(C)c1=S | -9 | -0.3 | 0.4 | 3
O=S(=O)(NCCc1ccccc1)c1c(F)cccc1F | 2 | 0.1 | -0.6 | 15
Clc1ccc(C2C=C(c3ccco3)Nc3ncnn32)cc1 (centres undefined) | -7 | 0.0 | -0.9 | 11
Cc1cc(CN2CCC(C)CC2)cc(C)c1O | 5 | -0.4 | -0.8 | 2
Clc1ccccc1Nc1nc2ccccc2n2cnnc12 | 5 | 0.0 | 0.5 | 4
N/C(=N\OC(=O)CC1CCCCC1)c1ccc(Br)cc1 | -3 | 0.7 | -0.1 | 12
O=C(c1cccc2cccnc12)N1CCC2(CC1)CC(O)(c1nccs1)CO2 (centres undefined) | -4 | 0.1 | -0.6 | 15
CN1C[C@@H]2C[C@@H](c3cccc4c3oc3ccccc34)N3CCC[C@@]23C1=O | -11 | -0.1 | -0.4 | -5
Cc1c(C)n(O)c2ccc3nonc3c12 | 4 | 0.2 | -1.4 | 21
Oc1ccc(C2(c3cccc(F)c3)CCCCC2)cc1 | 0 | 0.0 | -0.1 | 3
Cc1ccc(OCC(=O)N/N=C\c2ccccn2)c(C)c1 | 8 | 0.0 | 0.4 | 10
Cc1cc(C)c(NC(=O)c2cc3ccccc3o2)c(C)c1 | -10 | 0.2 | 0.1 | 5

Rewritten in markdown: entries from further up.
| molecule | TEAD-YAP inh | FBW7 activator | GPR151 ag | MITF inh |
| --- | --- | --- | --- | --- |
| COc1ccc2c(c1)CCCN2Cn1nc(COc2ccc(C3CCCCC3)cc2)n(C)c1=S | -9 | -0.3 | 0.4 | 3 |
| O=S(=O)(NCCc1ccccc1)c1c(F)cccc1F | 2 | 0.1 | -0.6 | 15 |
| Clc1ccc(C2C=C(c3ccco3)Nc3ncnn32)cc1 (centres undefined) | -7 | 0.0 | -0.9 | 11 |
| Cc1cc(CN2CCC(C)CC2)cc(C)c1O | 5 | -0.4 | -0.8 | 2 |
